Screening results (PubChem BioAssay)
T cell modulator – T cell immune modulators affecting CD8 T cell-vesicle binding | 2C CD8+ T cell-vesicle binding, flow cytometry; stronger effect = lower value | calls only at 7 µM | 0.068% of 330,000 active | AID 2052;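 active = response, share of CD8 T cells binding vesicles, and their 90th percentile fluorescence all below set limits, cut at about 80% in these data, passing the limit was not always enough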
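Material: 2C TCR transgenic mouse naive CD8+ T cells, MACS-purified. Also added: QL9-charged Drosophila Ld/ICAM-1/B7-1 vesicles. Timing: binding 1.5 h at 37 °C. Measured by: high-throughput flow cytometry with anti-B7-1 and anti-CD8 staining. Read-out: percent CD8+ FL2 mean versus row control. Controls: Unloaded micro-vesicles (low), QL9 vesicles with 0.7% DMSO (high).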
b-catenin transl – alters nuclear translocation of beta-catenin in HeLa cells | immunofluorescence imaging | nuclear translocation activity, % at 5 µM | 0.3% of 190,000 active | AID 1665;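 active = nuclear translocation activity above 50% at 5 µM, with a well cell count of 50 or more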;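 note: per-cell ratio of nuclear to cytoplasmic median beta-catenin stain intensity; plate controls were DMSO negative control for no effect and GSK-3 inhibitor IX positive control for full effect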
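Test system: human HeLa cells, native beta-catenin. Compound dosing: 5 µM primary single dose, 0.1% DMSO, 0.02–20 µM confirmation series. Incubation: compound exposure 24 h at 37°C. Detection: beta-catenin immunostaining with DAPI counterstain, 20x imaging, 6 fields/well. Read-out basis: Nuclear/cytoplasmic beta-catenin signal ratio, % activation.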
Lipid droplet – modulators of hepatic lipid droplet formation. AML12 mouse hepatocytes, oleate lipid droplets, BODIPY imaging. inhibition, % at 6.5 µM. 0.4% of 240,000 active;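 active = lipid droplet intensity inhibited by at least 50%, with more than 500 cells counted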
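Assay system: AML12 hepatocytes (mouse); Probe or stimulus: oleic acid at 100 µM to induce lipid droplet formation; Dosing: compound at 6.5 µM only; Schedule: compound with oleate, overnight; Detection: fluorescence imaging, 20x objective, two fields per well; Measure: % inhibition of lipid droplet signal.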
TNAP activation fold – stimulation of alkaline phosphatase TNAP activity – biochemical, luminescent, no phosphate acceptor, uHTS, primary screen (AID 1001); purified TNAP, luminescent activation assay, no phosphate acceptor; higher activation fold means a stronger effect; activation fold at 20 µM, or EC50 in µM where a hit was titrated; 0.03% of 200,000 active; in the data active = activation fold from about 3, or a potency from the dose series; inactive = the rest, 99 in 100 with activation fold below about 1.6; note: many of its hits are not listed in these tables
Autophagy mod – modulators of autophagy. MEF GFP-LC3 puncta imaging; test concentration mostly 10 µM. calls only at 10 µM (by protocol). 0.98% of 190,000 active. AID 463193;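 active = percentage of spot-positive cells more than 3 SD above its plate mean, without a fluorescence outlier flag or 80% toxicity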;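 note: spot-positive cell cutoff set from DMSO-treated cells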
human PMI inhibitors – human PMI inhibitors, high substrate, primary screen, biochemical, fluorescence intensity, high mannose 6-phosphate (AID 1220). 0.66% of 190,000 active. one-dose inhibition, % at 20 µM; IC50 in µM for titrated hits. recombinant PMI enzyme, coupled fluorescence intensity; higher % means a stronger effect
PMI inhibitors – MPI enzyme activity inhibition – biochemical, fluorescence intensity, coupled assay, primary screen (AID 1209). purified PMI enzyme, coupled fluorescence intensity; higher % means a stronger effect. inhibition, % at 20 µM; hits with a dose series show IC50 in µM. 0.42% of 190,000 active;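 note: plate controls were DMSO vehicle for no effect and wells lacking substrate for full effect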
MT stabilizer – stabilizes microtubules in HeLa cells; HeLa tubulin immunostaining HCS, 24 h; share of cells brighter than vehicle mean+2SD; % tubulin-high responders, % at 10 µM; 0.83% of 200,000 active; AID 2205;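 active = plate Z-score above 3 for both tubulin-high and condensed-nucleus cell shares, with cell loss under 80%, at 10 µM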;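 note: anti alpha tubulin signal scored within the nucleus-defined area of each cell; some results filed as inactive read as strong as hits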
Ins promoter up – MIN6 insulin promoter up-regulation; 0.3% of 190,000 active; z-score at 5 µM; MIN6 insulin promoter-GFP reporter, high-content imaging; stronger effect = higher value; AID 1625;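 active = z-score above 3 at 5 µM with at least 500 cells counted in the well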
Ins promoter up cell count – also measured in Ins promoter up; calls as there; cell count; measured here: cytotoxicity, nuclei count;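 total cells summed across four imaged fields per well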
Lipid droplet cells 6.5 µM – recorded beside Lipid droplet, whose call it bears; cell count; measured here: cell count, cytotoxicity flag;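 cells counted across two imaged fields per well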
b-catenin transl cell count 5 µM – second read-out of b-catenin transl, no call of its own (marks repeat the call); cell count; measured here: cell count, cytotoxicity flag
T cell modulator vesicle-bound % – recorded beside T cell modulator, whose call it bears; double positive events, %; measured here: CD8+ vesicle-bound cell fraction;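 binding gate set so that unloaded-vesicle control wells show 10% double positive cells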
MT stabilizer Hoechst-high % – also measured in MT stabilizer; calls as there; % Hoechst-high responders; measured here: nuclear condensation Hoechst responders;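 share of cells brighter than vehicle mean plus two SD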
MT stabilizer cytotoxicity % – further read-out of MT stabilizer, marked with its call; toxicity, %; measured here: cytotoxicity by cell density;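 0% = mean cell density of plate MIN control wells and 100% = no cells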
Autophagy mod cell loss 18 h – also measured in Autophagy mod; calls as there; toxicity, %; measured here: cell loss, nuclei count;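 cell loss after 18 h compound exposure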
An asterisk follows results filed as active; i = inactive; · = no result given. Cut-off read from the data, not from the text of the source, unless noted: active = inhibition above about 50%; inactive = the rest. Hits appear at their usual frequency; about 2.9% have a hit in one of these screens.

SMILES	T cell modulator	T cell modulator vesicle-bound %	b-catenin transl	b-catenin transl cell count 5 µM	Lipid droplet	Lipid droplet cells 6.5 µM	TNAP activation fold	Autophagy mod	Autophagy mod cell loss 18 h	human PMI inhibitors	PMI inhibitors	MT stabilizer	MT stabilizer Hoechst-high %	MT stabilizer cytotoxicity %	Ins promoter up	Ins promoter up cell count
CCC(=O)Oc1ccc2c(C)c(Cl)c(=O)oc2c1	i	56	1.8	1122	·	·	1.2	i	-4	2%	-2%	1.9	1.3	2.4	0.34	1106
COCCNC(=O)COc1ccc(C)cc1C	i	57	·	·	21	775	1.1	i	-15	-11%	-11%	1.9	1.1	6.5	0.65	934
Fc1ccccc1-n1[nH]nnc1=S	i	17	-1.4	1024	-1	642	1.1	i	-7	8%	40%	1.0	1.1	6.5	0.04	1421
COc1ccc(N2C(=O)C3CCCN3C2c2ccccc2)cc1Cl (stereo not given)	i	6	-0.8	1340	·	·	1.1	i	-57	5%	9%	5.1	1.7	0.2	0.24	1249
CCCCn1c(=O)nc2n(-c3ccccc3C)c3ccccc3cc-2c1=O	i	7	-3.9	543	1	605	1.1	i	2	-13%	-13%	3.6	2.6	0.8	-0.18	1229
CCc1nnc(NC(=O)Cn2nc(-c3ccccc3OC)ccc2=O)s1	i	31	-1.5	1153	·	·	1.1	i	0	-13%	-11%	1.7	1.0	0.8	0.69	1328
Fc1cccc(Nc2nc(Cl)nc(Cl)n2)c1	i	34	0.5	1558	12	724	1.1	i	5	-116%	-76%	4.5	1.6	5.8	-0.25	1465
CCOC(=O)CC1COc2ccccc2N1C(=O)c1ccc(C)cc1 (stereo not given)	i	36	-1.0	1032	26	724	1	i	-17	8%	6%	2.5	2.2	5.8	0.39	1884
Cc1nnc(N/N=C\c2ccc(-c3ccccc3[N+](=O)[O-])o2)n1N	i	38	-3.9	541	13	668	0.9	i	-7	·	58%*	3.7	3.7	2.8	0.11	1281
Cc1cccc(N/N=C(\C#N)S(=O)(=O)C(C)(C)C)c1	i	39	-0.9	1181	-26	686	1	i	-2	4%	-1%	2.7	2.5	4.8	1.5	1300
CCCCc1nc2ccccc2c(NC(=O)CN2CCCC2)c1CCC	i	43	-4.6	1168	-9	719	1	i	-1	0%	1%	3.6	1.7	5.4	-0.3	1131
CC(=O)Nc1cccc(-n2nnc(SCC(=O)N(C)c3ccccc3)n2)c1	i	50	0.7	1307	-25	645	·	·	·	·	·	·	·	·	0.11	1420

Structural class: the entries above with sulfur
SMILES	T cell modulator	T cell modulator vesicle-bound %	b-catenin transl	b-catenin transl cell count 5 µM	Lipid droplet	Lipid droplet cells 6.5 µM	TNAP activation fold	Autophagy mod	Autophagy mod cell loss 18 h	human PMI inhibitors	PMI inhibitors	MT stabilizer	MT stabilizer Hoechst-high %	MT stabilizer cytotoxicity %	Ins promoter up	Ins promoter up cell count
Fc1ccccc1-n1[nH]nnc1=S	i	17	-1.4	1024	-1	642	1.1	i	-7	8%	40%	1.0	1.1	6.5	0.04	1421
CCc1nnc(NC(=O)Cn2nc(-c3ccccc3OC)ccc2=O)s1	i	31	-1.5	1153	·	·	1.1	i	0	-13%	-11%	1.7	1.0	0.8	0.69	1328
Cc1cccc(N/N=C(\C#N)S(=O)(=O)C(C)(C)C)c1	i	39	-0.9	1181	-26	686	1	i	-2	4%	-1%	2.7	2.5	4.8	1.5	1300
CC(=O)Nc1cccc(-n2nnc(SCC(=O)N(C)c3ccccc3)n2)c1	i	50	0.7	1307	-25	645	·	·	·	·	·	·	·	·	0.11	1420

Additional records.
SMILES	T cell modulator	T cell modulator vesicle-bound %	b-catenin transl	b-catenin transl cell count 5 µM	Lipid droplet	Lipid droplet cells 6.5 µM	TNAP activation fold	Autophagy mod	Autophagy mod cell loss 18 h	human PMI inhibitors	PMI inhibitors	MT stabilizer	MT stabilizer Hoechst-high %	MT stabilizer cytotoxicity %	Ins promoter up	Ins promoter up cell count
Cc1nn(C(C)C(=O)O)c2ccccc12 (stereo not given)	i	6	·	·	20	800	1.2	i	-7	-4%	2%	2.9	2.2	8.5	0.43	835
CC(=O)N1CCC(=NNc2nc3ccccc3[nH]2)CC1	i	11	-0.9	1083	2	645	1.5	i	10	-1%	-28%	3.1	3.4	7.7	1.6	1375
CCC(c1nnnn1CC1CCCO1)N(CCCO)Cc1cc2cccc(C)c2[nH]c1=O (stereo not given)	i	37	·	·	13	718	1.2	i	-8	-21%	-16%	1.2	1.2	9.3	-0.02	823
O=c1/c(=C\c2ccc(O)cc2)sc2nc(-c3ccccc3)c(-c3ccccc3)n12	i	52	-0.2	1293	-20	696	·	·	·	·	·	·	·	·	0.51	930
O=C(COc1ccc(/C=N/NS(=O)(=O)c2ccccc2)cc1)NCCc1ccccc1	i	23	-0.1	1433	·	·	1.1	i	3	17%	17%	1.2	1.9	6.0	0.07	1323
O=C1CCCCC1C(=O)c1ccccc1 (stereo not given)	i	57	1.3	1354	19	686	·	·	·	·	·	·	·	·	-0.12	991
COC(=O)c1sc(NC(=O)c2oc3ccccc3c2C)nc1C	i	17	0.1	1015	0	740	1	i	3	1%	6%	5.1	0.9	5.6	-0.65	1163
O=C(NC(=S)N1CCCCC1)c1cccs1	i	6	-1.0	965	-4	643	1	i	-7	10%	16%	2.0	2.3	4.7	0.23	1186
Cc1cc(C)n(CCCNCC(O)c2ccccc2)n1 (stereo not given)	i	10	0.3	1437	·	·	1	i	22	2%	-4%	2.6	2.5	8.6	-1.5	1305
COc1cccc(-c2nc(CS(=O)(=O)CC(=O)NCCCOC(C)C)c(C)o2)c1	i	54	-2.6	1391	·	·	1.1	i	1	-2%	-11%	5.0	4.3	7.4	-0.17	1585
CCOC(CNC(=O)c1ccc(CNC(=O)c2ccc(OC)c(OC)c2)cc1)OCC	i	44	·	·	15	765	1.1	i	2	-2%	-12%	2.4	2.0	9.1	0.77	1278
COC(=O)c1ccc(N2CCOCC2)c(NC(=O)Nc2cccc(OC)c2)c1	i	30	-3.5	1121	10	610	1	i	-2	-2%	-5%	3.6	3.5	6.9	·	·
CCCCC(=O)Nc1ccc(NC(=O)c2ccccc2OC)cn1	i	42	-0.5	1137	13	837	1.1	i	1	0%	7%	5.1	4.5	5.1	0.17	1008
CCOC(=O)c1nnc2cc(-c3ccc(Br)cc3)nn2c1C	i	50	0.5	1071	16	751	1	i	0	2%	5%	1.9	2.4	3.4	0.17	1283
Cc1ccc2[nH]c(=O)c(CN(Cc3cccnc3)C(=O)c3ccncc3)cc2c1	i	38	-1.3	983	·	·	1.2	i	4	-1%	0%	33	8.9	30	0.04	1063
O=C(c1c[nH]c(C(=O)N2CCN(c3ccccc3F)CC2)c1)c1cccc(Cl)c1Cl	·	·	-0.5	1472	-34	688	1	i	36	0%	3%	23*	18*	64*	0.88	1120
Cc1cccc(CCNc2nc3ccccc3n3nnnc23)c1	i	23	·	·	·	·	1.1	i	-20	-7%	-9%	2.6	2.1	7.4	·	·
C=CCN(C(=O)Nc1ccc2c(c1)nc(C)n2C)c1ccccc1	i	47	0.3	1314	-3	704	·	·	·	·	·	·	·	·	-0.76	977
CCOC(=O)c1cccc(NC(=O)Nc2ccc3c(c2)C(=O)OC3)c1	i	23	0.9	1298	-12	687	·	·	·	·	·	·	·	·	-0.36	1008
COc1cccc(C(=O)O/N=C/c2ccc(Sc3ccc(C)cc3)nc2)c1	i	57	·	·	7	766	1.2	i	-7	-8%	-8%	1.6	1.6	6.4	-0.11	858
Cc1ccc(OCC(=O)OC(C)CN(C)Cc2ccccc2)cc1 (stereo not given)	i	7	-0.5	895	-14	680	1.2	i	-16	-2%	-4%	3.1	3.2	5.4	0.27	1248
COc1ccc(OC)c(S(=O)(=O)Nc2ccc(CC(=O)O)cc2)c1	i	28	·	·	11	728	1	i	3	-5%	1%	12	1.2	0.2	-0.45	1385
CCC(C)c1ccc(NC(=S)Nc2ccc(OC)c(OC)c2)cc1 (stereo not given)	i	55	-0.4	1154	37	705	1.1	i	1	43%	20%	2.5	1.7	5.7	0.31	1191
Cc1ccc(CNC(=O)c2ccccc2N(C)S(C)(=O)=O)cc1	i	44	-0.5	1515	2	743	1	i	18	9%	9%	7.7	2.8	9.2	-0.19	1497
COc1ccccc1C(C)NCC(=O)NCC(=O)Nc1ccc(F)c(F)c1F (stereo not given)	i	29	-1.3	1109	6	707	1.2	i	-5	-16%	-14%	2.0	2.3	8.2	-0.55	1363
Cc1nccn1CC(O)Cn1c2ccccc2c2ccccc21 (stereo not given)	i	37	-3.5	1046	-25	718	1	i	25	0%	6%	6.0	3.0	4.5	·	·
NC(=O)C1CCN(c2ncnc3c(-c4ccccc4)nsc23)CC1	i	32	-1.6	1074	-9	650	1	i	-3	10%	6%	2.6	3.8	6.5	-0.3	1669
COc1ccc(Nc2ncnc3ccccc23)c(OC)c1	i	7	7.0	397	-2	721	1.1	i	1	7%	-3%	3.0	2.0	7.4	·	·
O=C(NCCc1ccccc1)c1noc2c1CCCCC2	i	25	-0.7	962	·	·	1.1	i	11	6%	2%	4.1	2.8	11	-0.74	1234
O=C1OCC(c2ccccc2)=C1c1ccccc1[N+](=O)[O-]	i	6	0.0	1079	-14	669	0.9	i	-9	-2%	-19%	2.7	3.9	7.1	0.17	1111
CCC/C(O)=C1\C(=O)CC(C)(C)CC1=Nc1ccccc1OC	i	22	-7.9	977	·	·	1.1	·	·	10%	9%	·	·	·	-0.95	1073
